# NTR1 ag – agonists of NTR1, primary screen, imaging, U2OS cells, beta-arrestin-GFP, high content (AID 493036); P30989; NTR1-U2OS beta-arrestin-GFP spot imaging, agonist mode; activation, % at 20 µM; 330,000 tested, 0.17% active;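 active = activation at or above 40% of the spot to cytoplasm intensity ratio, with at least 20 cells analyzed; inconclusive = wells under 20 cells, flagged as cytotoxic or low count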;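 note: 0% = DMSO without peptide and 100% = 100 nM NTR1 peptide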
# Target sequence (P30989 whole entry, looked up): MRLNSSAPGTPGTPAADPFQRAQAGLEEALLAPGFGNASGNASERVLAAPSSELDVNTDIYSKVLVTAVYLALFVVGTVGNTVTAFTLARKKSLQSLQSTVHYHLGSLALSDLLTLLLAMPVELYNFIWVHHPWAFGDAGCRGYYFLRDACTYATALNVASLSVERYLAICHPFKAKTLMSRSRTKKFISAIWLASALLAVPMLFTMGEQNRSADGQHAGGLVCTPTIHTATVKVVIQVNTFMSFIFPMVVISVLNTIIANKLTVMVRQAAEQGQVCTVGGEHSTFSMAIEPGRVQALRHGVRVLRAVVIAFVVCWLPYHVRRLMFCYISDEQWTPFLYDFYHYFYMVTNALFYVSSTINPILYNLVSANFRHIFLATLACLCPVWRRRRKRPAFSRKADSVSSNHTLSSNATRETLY
# GPR55 activation – selective activators of receptor GPR55 – imaging, U2OS cells, beta-arrestin-GFP redistribution, primary screen (AID 1961). 290,000 tested, 0.048% active. U2OS GPR55 beta-arrestin-GFP redistribution imaging; higher % means a stronger effect. one-dose activation, % at 10 µM; EC50 in µM for titrated hits;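 active = activation above 40% with more than 50 cells counted in the well; inconclusive = wells holding fewer than 50 cells, flagged as toxic or sparse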;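 note: U2OS osteosarcoma cells stably expressing GPR55 and beta-arrestin-GFP; plate controls were DMSO negative control for no effect and LPI positive control for full effect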
# Rac1 GTP hydrolysis – MgcRacGAP GTPase-activating activity inhibitors, confirmation, biochemical, ADP Hunter fluorescence; MgcRacGAP-stimulated Rac1 GTP hydrolysis, ADP Hunter fluorescence; higher % means a stronger effect; GST-tagged Rac1 F28L mutant substrate; one-dose inhibition, % at 30 µM; IC50 in µM for titrated hits; 340,000 tested, 0.6% active;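 active = first-screen hits whose inhibition reached a set limit at any dose in the follow-up dose series; inconclusive = inhibition above the set first-screen limit but never retested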;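 note: fluorescence reports GDP produced by GAP-driven GTP hydrolysis; strong numbers were not always called active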
# Lipid droplet – modulators of hepatic lipid droplet formation. AML12 mouse hepatocytes, oleate lipid droplets, BODIPY imaging. inhibition, % at 6.5 µM. 240,000 tested, 0.4% active;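 active = lipid droplet intensity inhibited by at least 50%, with more than 500 cells counted; inconclusive = wells with under 300 cells, treated as cytotoxic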
#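 Technique: fluorescence imaging, 20x objective, two fields per well / Assay system: AML12 hepatocytes (mouse) / Measure: % inhibition of lipid droplet signal / Doses: 6.5 µM single-point dosing / Incubation: overnight exposure / Reagent: 100 µM oleic acid challenge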
# SV40 large T antigen – TAg ATPase/helicase activity blockers – biochemical (AID 1903); SV40 large T antigen ATPase/helicase inhibition assay; higher % means a stronger effect; one-dose inhibition, % at 20 µM; IC50 in µM for titrated hits; 310,000 tested, 0.39% active; in the data active = a potency from the dose series; inconclusive = inhibition mostly from about 32% at the one dose, without a potency; inactive = the rest, 99 in 100 with inhibition below about 32%; note: strong numbers were not always called active
# T cell modulator – modulates CD8 T cell binding to vesicles; 2C CD8+ T cell-vesicle binding, flow cytometry; hits give low values; calls only at 7 µM; 330,000 tested, 0.068% active; AID 2052;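 active = response, share of CD8 T cells binding vesicles, and their 90th percentile fluorescence all below set limits, cut at about 80% in these data, passing the limit was not always enough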
#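 System: murine 2C transgenic CD8+ T lymphocytes; also added: QL9-loaded Drosophila micro-vesicles; times: binding 1.5 h at 37 °C; measured by: flow cytometry, PE anti-B7-1 (FL2) versus Alexa647 anti-CD8 (FL8), PFA-fixed; control set: Peptide-free naked vesicles (low) and QL9 vesicles with 0.7% DMSO vehicle (high)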
# LYP inhibition – inhibitors of LYP phosphatase, biochemical, fluorescence intensity, uHTS (AID 1779); recombinant LYP phosphatase, fluorescence intensity; higher % means a stronger effect; one-dose inhibition, % at 11.5 µM; IC50 in µM for titrated hits; 290,000 tested, 0.054% active; in the data active = inhibition above about 50%;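 note: plate controls were vehicle with enzyme for no effect and no enzyme for full effect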
# GPR35 antagonists – inhibition of zaprinast-stimulated GPR35 beta-arrestin translocation – imaging, U2OS, beta-arrestin-GFP, zaprinast agonist, primary screen (AID 2058); 290,000 tested, 0.052% active; U2OS GPR35 beta-arrestin-GFP translocation imaging, zaprinast antagonism; higher % means a stronger effect; inhibition, % at 10 µM, or IC50 in µM where a hit was titrated;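 active = inhibition of at least 50% with at least 30 cells and total cytoplasm GFP at most 10,000,000; inconclusive = under 30 cells or total GFP of 10,000,000 plus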
# GPR55 LPI antagonism – inhibition of LPI-stimulated GPR55 beta-arrestin translocation – imaging, U2OS, beta-arrestin-GFP, LPI agonist, primary screen (AID 2013); U2OS GPR55 beta-arrestin-GFP translocation imaging, LPI antagonism; higher % means a stronger effect; one-dose inhibition, % at 10 µM; IC50 in µM for titrated hits; 290,000 tested, 0.13% active;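 active = spots per cell inhibited over 60%, with over 100 cells counted and total cytoplasm intensity under 500,000; inconclusive = wells with under 100 cells, flagged as likely toxic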;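 note: U2OS cells stably carrying GPR55 and arrestin-GFP stimulated by 5 µM LPI near EC80; imaged beta-arrestin-GFP aggregate spots per cell after agonist stimulation; plate controls were LPI-stimulated DMSO wells for no effect and DMSO wells without LPI for full effect; some results filed as inactive read as strong as hits; confirmed hits need IC50 under 10 µM and bright autofluorescent wells are also inconclusive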
# Lipid droplet cells 6.5 µM – recorded beside Lipid droplet, whose call it bears; cell count; measured here: cell count, cytotoxicity flag;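 cells counted across two imaged fields per well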
# T cell modulator vesicle-bound % – recorded beside T cell modulator, whose call it bears; double positive events, %; measured here: CD8+ vesicle-bound cell fraction;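 binding gate set so that unloaded-vesicle control wells show 10% double positive cells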
# NTR1 ag cell count 20 µM – further read-out of NTR1 ag, marked with its call; cell count; measured here: cell count, cytotoxicity flag
# Active calls of the source: *; i = inactive; ? = inconclusive; nt = no result given.
molecule	Rac1 GTP hydrolysis	SV40 large T antigen	GPR35 antagonists	GPR55 activation	Lipid droplet	LYP inhibition	NTR1 ag	T cell modulator	Lipid droplet cells 6.5 µM	NTR1 ag cell count 20 µM	T cell modulator vesicle-bound %	GPR55 LPI antagonism
CCOc1ccc(OCC)c(NC(=O)C2CCN(S(=O)(=O)c3c(C)noc3C)CC2)c1	6%	4%	-4%	-0.1%	0	-2%	2.7	i	812	52	39	5%
Cc1[nH]c2ccccc2c1C(=O)CN1C(=O)NC(C)(c2ccc(Cl)cc2Cl)C1=O (centres undefined)	10%	28%	4%	-0.1%	-17	-1%	32	i	638	50	6	4%
CS(=O)(=O)c1ccc(NCCc2ccccn2)c([N+](=O)[O-])c1	10%	4%	6%	-0.2%	-10	-11%	1.0	i	745	53	10	-9%
COCCN(C(=O)COC(=O)/C=C/c1ccc2c(c1)OCO2)c1c(N)n(Cc2ccccc2)c(=O)[nH]c1=O	0%	11%	nt	nt	nt	nt	2.3	i	nt	59	46	nt
Cc1[nH]n(C(C)(C)C)c(=O)c1Sc1ccc(Cl)cc1	-3%	17%	-3%	-0.1%	nt	-13%	-0.4	i	nt	65	21	20%
O=C(O)CN1C(=O)/C(=C/c2ccccc2Cl)Oc2ccccc21	10%	9%	-7%	0.0%	-1	-5%	-1.6	i	736	88	39	-1%
Clc1ccc(C2Nc3ccccc3-n3cccc32)cc1 (centres undefined)	5%	0%	-15%	-0.1%	-2	-1%	3.7	i	578	67	39	-5%
O=C(COC(=O)CCC(=O)c1ccccc1)NNC(=O)c1ccc(Cl)cc1	10%	5%	nt	nt	nt	nt	1.0	i	nt	58	56	nt
CCN(CC)Cc1cc(C(C)=O)ccc1OCC(C)C	0%	-5%	10%	-0.2%	nt	-16%	2.7	i	nt	72	28	4%
CC(C)c1ccc(-c2noc(C3CCCN(S(C)(=O)=O)C3)n2)cc1 (centres undefined)	4%	-2%	-8%	0.5%	0	0%	-1.0	i	777	43	8	-2%
Cc1c(NC(=O)c2ccc3c(c2)OCO3)c(=O)n(-c2ccccc2)n1C	5%	-1%	0%	-0.1%	7	4%	1.4	i	746	51	13	2%
COc1cc([N+](=O)[O-])cc2cc(C(=O)N3CCCC3)c(=O)oc12	-23%	-3%	2%	-0.1%	-2	-5%	2.2	i	718	103	46	5%
COc1ccc(/C=C(/NC(=O)c2ccccc2)C(=O)N/N=C/c2ccc3c(c2)OCO3)cc1OC	4%	4%	5%	-0.1%	nt	10%	nt	nt	nt	nt	nt	11%
Cc1cc(C)c(NC(=O)CCn2nnc3ccccc32)c(C)c1	nt	32%	7%	0.5%	-4	-4%	-0.3	i	585	98	29	7%
CC1CC(=O)N(CC(=O)NCc2ccc(F)cc2)c2ccccc2S1(=O)=O (centres undefined)	7%	15%	-9%	-0.1%	7	-6%	0.2	i	694	54	24	27%
CCNC(=O)COC(=O)CCNC(=O)c1ccc(Cl)cc1	9%	3%	-12%	-0.3%	8	-1%	0.5	i	736	54	26	-10%
CCOC(=O)C1CCCN(C2CC(=O)N(c3ccc(NC(C)=O)cc3)C2=O)C1 (centres undefined)	4%	0%	2%	-0.3%	3	-4%	-0.8	i	655	30	55	1%
Cc1cnc(NC(=O)CSc2ncc(-c3ccccc3)n2Cc2ccco2)s1	-1%	-3%	-8%	-0.2%	-24	-3%	3.7	i	744	104	19	-6%
CCOC(=O)C1CN(c2cc3c(cc2F)c(=O)c(C(=O)O)cn3CC)OC1C(=O)OCC (centres undefined)	11%	-6%	-6%	0.0%	nt	2%	-1.6	i	nt	32	26	26%
CCC(CC)C(=O)Oc1c(Sc2ccccc2[N+](=O)[O-])c(C)nn1C(C)(C)C	5%	4%	-10%	0.2%	-49	1%	0.2	i	607	55	44	44%
O=C(O)c1ccc(NS(=O)(=O)c2cccc3cccnc23)cc1	6%	5%	16%	-0.1%	nt	-3%	3.0	i	nt	70	43	13%
COc1ccccc1N1CCN(C(=O)CN2C(=O)c3cccc4cccc(c34)C2=O)CC1	-7%	7%	1%	-0.2%	-13	10%	-0.2	i	646	47	51	-8%
Cc1sc2ncnc(NCC3COc4ccccc4O3)c2c1C (centres undefined)	7%	4%	-8%	-0.1%	-51	1%	nt	i	512	nt	33	-5%
O=C(Nc1ccccc1Cl)c1csc(-c2cccnc2)n1	8%	26%	3%	-0.2%	16	-7%	4.0	i	726	44	23	7%
CCOC(=O)c1ccc(NC(=O)c2c(N)n(Cc3ccccc3)c(=O)[nH]c2=O)cc1	4%	10%	nt	nt	nt	nt	-0.8	i	nt	87	13	nt
COc1ccc(NS(=O)(=O)c2cccc3ccccc23)cc1	-15%	2%	nt	nt	nt	nt	0.3	i	nt	50	30	nt
CC1(C(=O)Nc2ccc3c(c2)OCCO3)CC1(Cl)Cl (centres undefined)	3%	3%	-10%	-0.1%	2	-5%	-0.8	i	708	56	64	22%
CCOCCn1c(SCc2ccccc2)nc2c1c(=O)[nH]c(=O)n2C	2%	17%	-3%	-0.1%	-5	-2%	-0.3	i	689	57	25	8%
CCOc1ccc(/C=C/C(=O)CCC(=O)O)cc1	-9%	24%	3%	-0.2%	9	-3%	4.7	i	752	53	59	-1%
CCCn1nc(Oc2nc(SC)nc(N(C)C)n2)ccc1=O	8%	9%	-4%	-0.2%	nt	-1%	-0.8	i	nt	39	50	-1%
COc1ccc(CCNC(=O)C2CCN(S(=O)(=O)N3CCCCC3)CC2)cc1OC	6%	0%	1%	0.0%	nt	-7%	-1.2	i	nt	71	40	10%
COc1ccc(NC(=O)c2ccc(-c3ccccc3)cc2)cc1NS(=O)(=O)c1ccc(F)cc1	1%	9%	-7%	-0.3%	-70	5%	-0.5	i	433	73	30	10%
CC(=O)Nc1cccc(NC(=O)c2cc(-c3cccnc3)nc3ccc(Cl)cc23)c1	8%	0%	5%	-0.1%	8	-1%	5.5	i	675	74	76	2%
O=C(Oc1cccc2c(OC(=O)N3CCOCC3)cccc12)N1CCOCC1	6%	3%	-3%	-0.1%	-3	-6%	20	i	714	90	31	4%
O=C(Nc1nccs1)c1cccc(NC(=O)C(F)(F)F)c1	0%	18%	3%	-0.3%	-8	-5%	-0.4	i	689	59	36	-2%
COc1ccc(/C=C/C(=O)OCCCN(C)C)cc1	13%	2%	-7%	-0.1%	-2	-1%	-1.3	i	649	90	16	1%
O=C(c1ccccc1)N1CCN(c2ccc([N+](=O)[O-])cc2-n2cccc2)CC1	14%	21%	-6%	0.0%	-9	0%	-0.2	i	695	54	60	1%
C=CCn1c(=O)c(C(=O)NCc2ccc3c(c2)OCO3)c(O)c2ccccc21	3%	1%	-4%	-0.1%	3	-4%	3.8	i	739	87	16	-9%
Cc1cccc(NC(=O)c2cc(NC(=O)CCCC(=O)O)ccc2Cl)n1	4%	24%	-1%	0.2%	8	0%	-2.0	i	706	77	52	9%
CC(C)(C)c1ccc(OCCON2C(=O)CCC2=O)c(Cl)c1	8%	10%	-1%	-0.2%	21	-11%	0.8	i	801	89	40	0%
N#CC(c1ccccc1F)(c1ncc(C(F)(F)F)cc1Cl)N1CCOCC1 (centres undefined)	4%	6%	-13%	0.0%	nt	-2%	0.7	i	nt	68	32	30%
CCCn1c(=N)c(C#N)cc2c(=O)n3ccccc3nc21	11%	5%	9%	0.1%	-3	-21%	0.9	i	781	80	46	-9%
CN(C)CCCO[C@@H]1[C@H]2OC(C)(C)O[C@H]2O[C@@H]1[C@H](O)CO	5%	8%	nt	nt	nt	nt	-0.1	i	nt	46	22	nt
CCOC(=O)NC1(Nc2ccc(Cl)cn2)Oc2ccccc2O1	nt	12%	-5%	0.1%	nt	-4%	nt	nt	nt	nt	nt	8%
O=C(NCc1ccco1)c1ccc2c(c1)C(=O)N(C1CCCCC1)C2=O	4%	?	17%	-0.2%	nt	-8%	-1.7	i	nt	77	17	-8%
CCOC(=O)c1oc2ccccc2c1NC(=O)COc1ccc(F)cc1	1%	0%	-23%	-0.1%	nt	7%	0.9	i	nt	92	42	-5%
Cc1cccc(-n2nc(CC#N)c(C#N)c2N)c1	-11%	9%	-22%	0.5%	7	-4%	0.1	i	674	33	27	8%
COc1ccccc1N1CCN(C2CCCN(C(=O)CCC(C)=O)C2)CC1 (centres undefined)	-10%	-2%	7%	0.2%	-2	-7%	-1.5	i	847	42	34	6%
C[C@@H](C(=O)Nc1cccc(S(=O)(=O)N2CCOCC2)c1)N1C(=O)C2CC=CCC2C1=O (some centres undefined)	6%	7%	15%	-0.1%	13	-4%	-0.1	i	666	42	59	2%
Cc1ccc(C(CC(=O)N2CCCC2)c2ccccc2)c(O)c1C (centres undefined)	7%	0%	13%	0.0%	-3	-5%	-0.4	i	769	60	27	22%
CC12c3ccccc3C(c3ccccc31)C1C(=O)N(Cc3cccnc3)C(=O)[C@H]12 (some centres undefined)	7%	-5%	-1%	-0.1%	-6	0%	7.6	i	716	50	29	8%
COc1ccccc1OCC(=O)NCCc1nc2ccccc2[nH]1	10%	12%	-2%	0.0%	nt	2%	-1.1	i	nt	42	31	13%
OCc1ccccc1N=c1ssnc1Cl	nt	nt	15%	-0.2%	nt	2%	-3.4	i	nt	73	50	15%
